Screening data deposited in PubChem by National Center for Advancing Translational Sciences (NCATS).
DRD3 antagonist = antagonists of human D3 dopamine receptor | 360,000 tested, 2.5% active | D3R cells, DiscoveRx beta-arrestin luminescence, antagonist mode; active compounds read low | P35462 | max response, negative = inhibition, %; in the data active = max response below about -50%; inconclusive = no clear call, values can overlap the other calls; also: % is scaled to controls: 0 for no effect and ±100 for the full control effect; mostly tested at two doses, the higher about 12 µM
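Cells plated overnight at 1500 cells/well, then exposed to library compounds with dopamine controls for 90 minutes at 37 degrees C. DiscoveRx reagent added for 30–60 minutes at room temperature; luminescence read, quantitative HTS format.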
IL2 activator = activators of IL-2. IL-2 activation reporter assay, cell-based qHTS; stimulated with anti-CD3/CD4/CD28 beads; in transgenic mouse T cells. activation, % (series mostly up to about 46 µM). 360,000 tested, 0.065% active. AID 652025; in the data active = activation above about 50%; inconclusive = mostly about 30% to 49%; also: 0% is about no effect
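Readout: EGFP and DsRed signals by fluorescent plate cytometry. Unstimulated transgenic mouse T cells received compound 60 min before antibody-bead stimulation, then incubated 18 h at 37 degrees C.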
PLK1 PBD inh = inhibitors of human PLK1 polo-box domain binding | P53350 | Plk1 PBD binding of FITC phosphopeptide, fluorescence polarization | Potency, µM, for the others: max response, negative = inhibition, actives largely listed as inhibitors | 360,000 tested, 2.8% active; also: potency is read from the fitted curve at half-maximal effect; series mostly up to about 57 µM; % is scaled to controls: 0 for no effect and ±100 for the full control effect; nearly all actives have a fitted effect of over 65% in size
GLP-1R agonist = GLP-1 receptor (human) agonism | Potency, µM (highest dose often 45.6 µM), inactives show at the top dose activation, actives largely listed as activators | AID 624172 | 380,000 tested, 0.007% active | HEK293 GLP-1R CRE-luciferase, luminescence, 4-6 h; cells express a hypersensitive GLP-1R form; also: potency is read from the fitted curve at half-maximal effect; % of control where 0% means no effect
Target sequence (P43220 whole entry, looked up): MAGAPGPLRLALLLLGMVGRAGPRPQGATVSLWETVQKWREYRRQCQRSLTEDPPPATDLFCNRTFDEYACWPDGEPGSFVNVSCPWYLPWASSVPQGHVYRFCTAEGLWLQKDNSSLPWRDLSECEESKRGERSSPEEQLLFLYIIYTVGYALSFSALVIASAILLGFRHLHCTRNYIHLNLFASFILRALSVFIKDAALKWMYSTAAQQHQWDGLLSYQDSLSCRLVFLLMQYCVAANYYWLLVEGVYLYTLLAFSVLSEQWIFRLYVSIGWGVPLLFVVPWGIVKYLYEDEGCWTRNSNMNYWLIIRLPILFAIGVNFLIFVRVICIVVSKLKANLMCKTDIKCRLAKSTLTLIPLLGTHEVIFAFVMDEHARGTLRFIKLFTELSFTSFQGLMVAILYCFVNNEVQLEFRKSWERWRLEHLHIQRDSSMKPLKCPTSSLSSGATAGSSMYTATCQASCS
GLP-1R inv ag = acts as inverse agonist at human GLP-1 receptor; P43220; HEK293 GLP-1R CRE-luciferase, luminescence, 24 h; GLP-1R form is constitutively active; Potency, µM (series often up to 38.3 µM), inactives show top-dose activity change, negative = inhibition, actives largely listed as inhibitors; 410,000 tested, 1.6% active; also: potency is read from the fitted curve at half-maximal effect; % is scaled to controls: 0 for no effect and ±100 for the full control effect; nearly all actives have a fitted effect of over 55% in size
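Assay principle: reduced luminescence from a cAMP-responsive reporter in HEK293 cells co-expressing a constitutively active GLP-1R. Conditions: 24 hr compound incubation, 37 deg C, 5% CO2.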
PI5P4K alpha inh = PI5P4K alpha (human) kinase inhibition. max response, %. PI5P4Kalpha enzyme, ADP-Glo luminescence, 60 min; active compounds read low. 330,000 tested, 1.2% active. P48426; active = max response of -50% or lower; inconclusive = between -30% and -50%; inactive = -30% or higher; also: value at the top dose of about 77 µM; % is scaled to controls: 0 for no effect and ±100 for the full control effect
Target sequence (P48426 whole entry, looked up): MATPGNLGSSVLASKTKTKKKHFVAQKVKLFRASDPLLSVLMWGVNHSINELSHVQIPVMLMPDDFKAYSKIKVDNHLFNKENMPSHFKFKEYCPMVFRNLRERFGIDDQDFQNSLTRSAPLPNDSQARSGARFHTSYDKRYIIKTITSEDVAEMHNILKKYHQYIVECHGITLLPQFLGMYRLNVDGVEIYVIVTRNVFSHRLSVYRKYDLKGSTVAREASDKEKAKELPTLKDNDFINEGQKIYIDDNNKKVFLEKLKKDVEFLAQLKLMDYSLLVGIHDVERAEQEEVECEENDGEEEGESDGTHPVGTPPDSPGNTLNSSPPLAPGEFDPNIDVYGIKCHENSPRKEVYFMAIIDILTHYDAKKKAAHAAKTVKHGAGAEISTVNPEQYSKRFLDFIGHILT
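Single end-point luminescence (ADP-Glo) quantified ADP from PI5P4Kalpha turnover; ATP 5 microM final, 1 h at RT, 0.1% CHAPS and 0.28 mM EGTA in HEPES pH 7.4.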
WRN helicase inh = blocks human WRN helicase; 360,000 tested, 0.46% active; WRN helicase unwinding, fluorescent forked duplex, kinetic; Q14191; Potency, µM (titrated, usually from 114 µM), inactives show at the top dose activity change, negative = inhibition, most hits filed as inhibitors; AID 651768; also: potency is read from the fitted curve at half-maximal effect; % is scaled to controls: 0 for no effect and ±100 for the full control effect; nearly all actives have a fitted effect of over 55% in size
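Kinetic red-fluorescence monitoring (525/598 nm) tracks WRN helicase activity after 100 nM fluorophore-quencher forked duplex and 2 mM ATP are added to 20 nM enzyme pretreated 15 min at room temperature with compound.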
HEK293 tox = cytotoxicity counter-screen for GLP-1 receptor inverse agonists | HEK293 cAMP-luciferase reporter cells, luminescence, 24 h | Potency, µM (doses to about 38.3 µM), without a hit: at the top dose activity change, negative = inhibition, most hits filed as inhibitors | 410,000 tested, 0.13% active;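 also: loss of luciferase light is scored as toxicity; potency is read from the fitted curve at half-maximal effect; % is scaled to controls: 0 for no effect and ±100 for the full control effect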
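Compound-treated cells are incubated 24 hr at 37 deg C under 5% CO2 after a 12 hour attachment period, then luciferase detection reagent is added and luminescence is measured following 12 min at room temperature; lowered signal indicates toxicity.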
DRD3 agonist = agonists of human D3 dopamine receptor; P35462; D3R DiscoveRx beta-arrestin cells, luminescence, 90 min; max activation, %; 410,000 tested, 0.58% active; AID 652048; in the data active = max activation above about 30%; also: 0% is about no effect; mostly tested at two doses, the higher about 12 µM
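Agonist mode: compounds and dopamine controls were applied to plated cells for 90 min at 37 degrees C after an overnight attachment at 1500 cells/well. Luminescent read-out followed 30 - 60 minutes at room temperature with DiscoveRx detection reagent.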
* = called active by the depositor; ? = inconclusive; / = no result given; [ ] = another dose, or the depositor's remark. Unless noted, calls follow the shape of the dose curve; as a rule, active = well fitted curve in the direction sought with a large enough effect; inconclusive = small, poorly fitted or top-dose-only effect, or another doubt; inactive = no such curve, though single readings can be large; an effect the other way counts as inactive or inconclusive.

no.	structure	DRD3 antagonist	IL2 activator	PLK1 PBD inh	GLP-1R agonist	GLP-1R inv ag
1	CS(=O)(=O)N(CCc1ccccc1)CC(=O)N1CCN(c2ccccc2F)CC1	24	0.8	0%	-2%	-18%
2	CN1CCSc2ccc(C(=O)NCc3cccc(Br)c3)cc21	9	0.2	-2%	9%	?
3	COc1ccc(S(=O)(=O)N2c3ccccc3OCC2c2ccccc2)cc1 (stereo not given)	?	-2.8	-7%	0%	?
4	COc1ccc(C(=O)Nc2cccc(/C=C(\CCC(=O)O)c3nc4ccccc4s3)c2)cc1	5	-1.7	11µM*	0%	33%[activator]
5	Cc1cc(-c2ccc([N+](=O)[O-])cc2)cc(C)n1	-4	-0.5	-7%	18%	-24%
6	Cc1ccc(CNC(=O)CN(C(=O)C2(C)CC(=O)N=C3C=CC=CN32)c2cccc(C)c2C)cc1 (stereo not given)	2	1.7	-1%	7%	2%
7	Cc1ccc(NC(=S)N=Nc2c(O)[nH]c3ccccc23)cc1	-16	1.6	-5%	11%	?
8	CCOC(=O)c1ccc(NC(=S)N2CCC(C(N)=O)CC2)cc1	5	0.3	-1%	2%	15%
9	O=C(O)c1ccc(Cl)c(NCc2ccncc2)c1	0	0.1	-7%	1%	1%
10	CCC1CCc2c(sc(NC(=O)c3ccoc3C)c2C(N)=O)C1 (stereo not given)	12	-0.7	-17%	9%	?
11	CCOC(=O)c1c(-c2ccccc2)nc2cc(C)ccn12	-4	-3.7	-5%	?	-1%
12	O=[N+]([O-])c1ccc(O)c(/C=N/NC(=S)Nc2ccc(Cl)cc2Cl)c1	?	-3.0	?	0%	2µM*
13	O=S(=O)(/N=C(/Nc1ccccc1F)c1ccccc1)c1ccccc1	-24	0.8	1%	0%	0%
14	O=C(c1cccc(S(=O)(=O)N2CCN(c3ccc(F)cc3)CC2)c1)N1CCCCCCC1	13	0.8	-13%	-4%	?
15	C[C@@H]1CN([C@H](C)CO)C(=O)c2cc(NC(=O)Cc3cn(C)c4ccccc34)ccc2O[C@H]1CN(C)S(=O)(=O)c1ccc(F)cc1	-17	0.9	-12%	6%	-8%

no.	PI5P4K alpha inh	WRN helicase inh	HEK293 tox	DRD3 agonist
1	0	-9%	33%	2
2	12	-4%	3%	1
3	/	-8%	-11%	-5
4	-56*	-13%[11.6 µM]	-6%	12
5	1	-3%	-16%	9
6	-1	-12%	1%	2
7	-18	-7%	4µM*	-15
8	-5	-5%	-6%	-2
9	-10	2%	-15%	-2
10	-3	-11%	?	7
11	/	-5%	1%	0
12	-66*	3%[11.6 µM]	-28%	-2
13	-5	-18%	-2%	0
14	-1	-4%	7%	-11
15	5	2%	9%	-3

The closing 2 compounds of the section before open the next one:
no.	structure	DRD3 antagonist	IL2 activator	PLK1 PBD inh	GLP-1R agonist	GLP-1R inv ag
14	O=C(c1cccc(S(=O)(=O)N2CCN(c3ccc(F)cc3)CC2)c1)N1CCCCCCC1	13	0.8	-13%	-4%	?
15	C[C@@H]1CN([C@H](C)CO)C(=O)c2cc(NC(=O)Cc3cn(C)c4ccccc34)ccc2O[C@H]1CN(C)S(=O)(=O)c1ccc(F)cc1	-17	0.9	-12%	6%	-8%
16	COc1cccc(-c2ccc(NC(=O)C3CCCN(CCCn4nc(C)cc4C)C3)cc2)c1 (stereo not given)	5	-3.0	-6%	1%	?
17	CCCCc1cc(=O)oc2cc(OCC(=O)N(CC)CC)ccc12	1	-1.1	-5%	11%	3%
18	O=C(COc1cccnc1[N+](=O)[O-])NCc1ccccc1	1	-2.2	-4%	6%	39%[activator]
19	N=C(SC1CC(=O)N(c2ccc(F)cc2)C1=O)N1N=C(c2ccccc2)CC1c1ccccc1 (stereo not given)	-3	-4.0	-15%	8%	12%
20	CCc1ccccc1NC(=O)CN(C)C(=O)c1cccc(S(=O)(=O)N2CCCCCC2)c1	-6	-0.3	-4%	-5%	-21%
21	CSc1ccccc1-c1nnc(-c2ccc(Cl)cc2)o1	4	0.0	-21%	1%	7%
22	O=C1OC(c2ccccc2)=NC12CC2c1ccc(Cl)cc1 (stereo not given)	-73*	-0.8	1.9µM*	1%	11%
23	CC(NC(=O)COC(=O)c1ccccc1F)C1CC2CCC1C2 (stereo not given)	-1	0.8	-3%	-7%	0%
24	O=C(CSc1ccccc1)N[C@@H](Cc1ccccc1)C(=O)O	33	-2.3	-17%	-2%	5%
25	CCN(c1ccccc1)S(=O)(=O)c1ccc(OC)c(NC(=O)C2=NN(c3ccccc3)C(=O)CC2)c1	58	0.0	0%	2%	-21%
26	CCCCOC(=O)C1CN(c2ccccc2)N=C1C(C)=O (stereo not given)	7	-3.2	27µM*	12%	?
27	CC1=C(C(=O)OC2CCCCC2)C(c2ccc(F)cc2)NC(=O)N1 (stereo not given)	7	-0.5	-7%	24%	-40%
28	COc1cc2c(cc1OC)-c1nnc(C)n1C1(CCCC1)C2	-13	-1.3	-3%	-2%	48%[activator]
29	CCC1(CC)Cc2ccccc2C(CC(=O)N2CCOCC2)=N1	-27	-1.2	-7%	15%	-22%
30	CC(=O)C1=C(C)NC(SCC(N)=O)=C(C#N)C1c1sccc1C (stereo not given)	17	-0.7	-10%	4%	1%

no.	PI5P4K alpha inh	WRN helicase inh	HEK293 tox	DRD3 agonist
14	-1	-4%	7%	-11
15	5	2%	9%	-3
16	3	-4%[57.1 µM]	-14%	-2
17	/	10%	4%	13
18	0	-8%	-23%	0
19	3	5%	6%	-5
20	0	2%	-26%	-7
21	0	-15%	80%[activator]	-17
22	6	-27%	4%	-3
23	0	11%	-2%	-4
24	-15	-7%	4%	8
25	4	-5%	4%	2
26	-3	0%	20%	-8
27	10	-1%	-8%	4
28	0	1%	5%	11
29	/	-7%	9%	-7
30	/	-6%	6%	-7

Brought forward from above: 2 compounds; new compounds follow.
no.	structure	DRD3 antagonist	IL2 activator	PLK1 PBD inh	GLP-1R agonist	GLP-1R inv ag
29	CCC1(CC)Cc2ccccc2C(CC(=O)N2CCOCC2)=N1	-27	-1.2	-7%	15%	-22%
30	CC(=O)C1=C(C)NC(SCC(N)=O)=C(C#N)C1c1sccc1C (stereo not given)	17	-0.7	-10%	4%	1%
31	CSCCC(NC(=O)COc1ccccc1)C(=O)N(C)Cc1c(F)cccc1Cl (stereo not given)	35	-3.0	3%	13%	?
32	CO/N=C/CC(=O)c1cnc(-c2ccccc2)s1	-16	0.3	-3%	4%	-3%
33	Cc1ccc(C(=O)N/N=C\c2ccc(OC(=O)c3cccc(F)c3)cc2)cn1	7	3.5	-11%	6%	2%
34	CS(=O)(=O)N(Cc1ccc(C(=O)N2CCc3ccccc3C2)cc1)c1ccccc1	-11	-0.1	-11%	17%	?
35	CCNC(=O)C1(C)CCCN(C(=O)c2ccccc2Br)C1 (stereo not given)	-23	0.4	-10%	-3%	18%
36	COc1ccc(N2C(=O)CCC(C(=O)N3CCN(c4ccccn4)CC3)C2c2ccc(F)cc2)cc1 (stereo not given)	25	14	6%	1%	-8%
37	CC(C)CN1C(=O)c2ccc(C(=O)Nc3ccncc3)cc2C1=O	55	-2.5	-8%	0%	34%[activator]
38	CCOc1ccc(N2C(=O)CC(SCc3nc4ccccc4[nH]3)C2=O)cc1 (stereo not given)	0	-1.0	-13%	5%	-2%
39	N#Cc1c(C(F)(F)F)cc(-c2cccs2)nc1SCc1ccc(Cl)nc1	16	-0.8	-20%	-2%	19%
40	O=C(O)CCc1ccc(S(=O)(=O)Nc2ccccc2C(=O)NCCc2ccccc2)cc1	-15	-0.1	-6%	7%	0%
41	CCCNC(=O)c1ccc(C2SCC(=O)N2Cc2ccccc2)cc1 (stereo not given)	128	-4.7	-1%	-4%	0%
42	CC1CC(C)CN(C(=O)c2cccc(S(=O)(=O)N(C)c3ccccc3)c2)C1 (stereo not given)	4	-2.7	4%	19%	?
43	Cc1ccc(S(=O)(=O)N2CCOCC2)cc1N/N=C(\C#N)c1nc2ccccc2[nH]1	-24	-2.8	-1%	16%	17%
44	Cc1ccccc1OCc1cc(=O)n2c(-c3ccccc3)csc2n1	/	/	/	1%	15%
45	COC(=O)c1ccc2nc(Nc3nc4c(F)cc(F)cc4s3)sc2c1	14	0.4	-5%	-39%	-62%
46	Cc1nn(C)c(C)c1S(=O)(=O)N(CC(=O)Nc1ccc2c(c1)OCO2)c1ccc(C(C)C)cc1	7	0.5	0%	25%	-18%

no.	PI5P4K alpha inh	WRN helicase inh	HEK293 tox	DRD3 agonist
29	/	-7%	9%	-7
30	/	-6%	6%	-7
31	0	-9%	-1%	1
32	2	-19%	3%	-6
33	-5	8%	5%	5
34	2	0%	-20%	18
35	-5	-1%	3%	-5
36	-5	6%[57.1 µM]	0%	8
37	/	-4%	14%	2
38	-13	-10%	1%	-2
39	/	9%	3%	8
40	-2	-5%	-11%	-4
41	-4	-5%	3%	6
42	-3	0%	-17%	4
43	-10	-6%	5%	-8
44	/	/	-12%	0
45	-28	-12%	17%	23
46	0	1%	0%	-5

Full records as entered above.
CCNC(=O)C1(C)CCCN(C(=O)c2ccccc2Br)C1 (stereo not given) across the screens: DRD3 antagonist: -23; IL2 activator: 0.4; PLK1 PBD inh: -10%; GLP-1R agonist: -3%; GLP-1R inv ag: 18%; PI5P4K alpha inh: -5; WRN helicase inh: -1%; HEK293 tox: 3%; DRD3 agonist: -5
O=C(COc1cccnc1[N+](=O)[O-])NCc1ccccc1 across the screens: DRD3 antagonist: 1; IL2 activator: -2.2; PLK1 PBD inh: -4%; GLP-1R agonist: 6%; GLP-1R inv ag: 39%[activator]; PI5P4K alpha inh: 0; WRN helicase inh: -8%; HEK293 tox: -23%; DRD3 agonist: 0
